Assay outcomes (PubChem)
Myeloid diff 2 = myeloid differentiation induction; ER-HoxA9 myeloid progenitors, lysozyme-GFP differentiation, flow cytometry; calls only at 10 µM; 1% of 360,000 active; AID 624256;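 active = normalized GFP-positive differentiation at or above the plate's own cutoff, the solvent-only control mean plus 3 SD; inconclusive = no clear call, values can overlap the other calls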;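 note: cells exposed to compound for four days before flow analysis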
GPR35 arrestin U2OS = GPR35 antagonists blocking zaprinast-driven arrestin recruitment, primary screen, imaging, U2OS, beta-arrestin-GFP, zaprinast agonist (AID 2058); U2OS GPR35 beta-arrestin-GFP translocation imaging, zaprinast antagonism; higher % means a stronger effect; inhibition, % at 10 µM; hits with a dose series show IC50 in µM; 0.052% of 290,000 active;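 active = inhibition of at least 50% with at least 30 cells and total cytoplasm GFP at most 10,000,000; inconclusive = under 30 cells or total GFP of 10,000,000 plus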
SIAH1 antagonists = Siah-1 peptide-binding antagonists, primary screen, biochemical, fluorescence polarization, rhodamine-plectin, uHTS (AID 1817). Siah-1 / rhodamine-plectin peptide fluorescence polarization; higher % means a stronger effect. displacement, % at 20 µM, or IC50 in µM where a hit was titrated. 0.02% of 290,000 active;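 active = displacement of at least 50% at 20 µM, with a fluorescence ratio check between 0.3 and a set limit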;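 note: plate controls were Siah plus tracer with DMSO for no effect and tracer alone without Siah for full effect; strong numbers were not always called active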
NTR1 ag = NTR1-driven beta-arrestin-GFP spot formation – imaging, U2OS cells, high content, primary screen (AID 493036); activation, % at 20 µM; 0.17% of 330,000 active; agonist mode; P30989;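 active = activation at or above 40% of the spot to cytoplasm intensity ratio, with at least 20 cells analyzed; inconclusive = wells under 20 cells, flagged as cytotoxic or low count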;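 note: 0% = DMSO without peptide and 100% = 100 nM NTR1 peptide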
Target sequence (P30989 whole entry, looked up): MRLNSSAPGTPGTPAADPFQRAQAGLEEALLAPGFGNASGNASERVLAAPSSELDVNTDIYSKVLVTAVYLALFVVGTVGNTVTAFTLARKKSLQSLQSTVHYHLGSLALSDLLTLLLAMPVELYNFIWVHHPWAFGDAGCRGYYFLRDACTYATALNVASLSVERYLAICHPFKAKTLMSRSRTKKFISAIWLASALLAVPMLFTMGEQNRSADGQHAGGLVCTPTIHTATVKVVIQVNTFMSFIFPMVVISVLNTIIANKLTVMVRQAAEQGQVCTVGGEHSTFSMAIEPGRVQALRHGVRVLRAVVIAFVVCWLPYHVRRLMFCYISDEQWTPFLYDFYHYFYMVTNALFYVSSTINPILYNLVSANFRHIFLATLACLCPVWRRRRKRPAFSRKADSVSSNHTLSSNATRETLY
Rac1 GTP hydrolysis = MgcRacGAP GTPase-activating activity inhibitors, confirmation, biochemical, ADP Hunter fluorescence | MgcRacGAP-stimulated Rac1 GTP hydrolysis, ADP Hunter fluorescence; higher % means a stronger effect; GST-tagged Rac1 F28L mutant substrate | inhibition, % at 30 µM, or IC50 in µM where a hit was titrated | 0.6% of 340,000 active | AID 624330;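 active = first-screen hits whose inhibition reached a set limit at any dose in the follow-up dose series; inconclusive = inhibition above the set first-screen limit but never retested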;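 note: fluorescence reports GDP produced by GAP-driven GTP hydrolysis; strong numbers were not always called active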
GPR55 LPI antagonism = GPR55 antagonists blocking LPI-driven arrestin recruitment, primary screen, imaging, U2OS, beta-arrestin-GFP, LPI agonist (AID 2013); one-dose inhibition, % at 10 µM; IC50 in µM for titrated hits; 0.13% of 290,000 active; U2OS GPR55 beta-arrestin-GFP translocation imaging, LPI antagonism; higher % means a stronger effect;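 active = spots per cell inhibited over 60%, with over 100 cells counted and total cytoplasm intensity under 500,000; inconclusive = wells with under 100 cells, flagged as likely toxic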;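 note: U2OS cells stably carrying GPR55 and arrestin-GFP stimulated by 5 µM LPI near EC80; imaged beta-arrestin-GFP aggregate spots per cell after agonist stimulation; plate controls were LPI-stimulated DMSO wells for no effect and DMSO wells without LPI for full effect; some results filed as inactive read as strong as hits; confirmed hits need IC50 under 10 µM and bright autofluorescent wells are also inconclusive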
LYP phosphatase = inhibitors of LYP phosphatase, biochemical, fluorescence intensity, uHTS (AID 1779); recombinant LYP phosphatase, fluorescence intensity; higher % means a stronger effect; inhibition, % at 11.5 µM; hits with a dose series show IC50 in µM; 0.054% of 290,000 active; in the data active = inhibition above about 50%;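 note: plate controls were vehicle with enzyme for no effect and no enzyme for full effect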
HIV fusion peptide = inhibitors of HIV fusion peptide binding, primary screen, biochemical, uHTS, fluorescence dequenching (AID 1986); cell-free peptide binding, fluorescence dequenching, 30 min; higher % means a stronger effect; inhibition, % at 20 µM; hits with a dose series show IC50 in µM; 0.3% of 290,000 active; in the data active = inhibition mostly above about 52%, no sharp cut-off; inactive = mostly below about 76%; note: some results filed as inactive read as strong as hits
Salmonella PhoP GFP = inhibitors of PhoP regulon expression, primary screen, Salmonella Typhimurium, GFP reporter (AID 1863). S. Typhimurium PhoP-regulated promoter GFP reporter, 4 h; higher % means a stronger effect. one-dose inhibition, % at 50 µM; IC50 in µM for titrated hits. 0.16% of 300,000 active;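 active = inhibition over 29.93%, a cutoff 3 SD above the screen mean, later confirmed by dose response; inconclusive = inhibition over 29.93% but no dose response follow-up; inactive = inhibition at most 29.93% or unconfirmed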;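 note: 0% = low Mg2+ inducing control and 100% = high Mg2+ repressing control; strong numbers were not always called active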
NTR1 ag cell count 20 µM = also measured in NTR1 ag; calls as there; cell count; measured here: cell count, cytotoxicity flag
Myeloid diff 2 GFP+ MAC1+ % = second read-out of Myeloid diff 2, no call of its own (marks repeat the call); GFP+ MAC1+ double positive, %; measured here: differentiation confirmed by MAC1 staining
Starred values were filed as active, the others as inactive; i = inactive; ? = inconclusive; nt = no result given.

SMILES	Myeloid diff 2	Myeloid diff 2 GFP+ MAC1+ %	GPR35 arrestin U2OS	SIAH1 antagonists	NTR1 ag	NTR1 ag cell count 20 µM	Rac1 GTP hydrolysis	GPR55 LPI antagonism	LYP phosphatase	HIV fusion peptide	Salmonella PhoP GFP
Cc1cc(-c2nnc(CCC(=O)NC(Cc3ccccc3)c3ccccc3)o2)no1 (configuration not stated)	i	0.7	21%	-7%	1.4	82	11%	10%	-8%	-0.4%	-5%
O=C(NC1CCCCC1)C(c1ccccc1)N(C(=O)c1cccs1)c1ccc2c(c1)OCO2 (configuration not stated)	i	2.4	-8%	4%	2.4	51	3%	20%	4%	-1.7%	-9%
Clc1ccc(-n2nnnc2-c2cnc(-c3ccncc3)nc2-c2cccs2)cc1	i	0.4	3%	4%	-0.9	79	6%	6%	8%	-2.7%	3%
Cc1cccc(NC(=O)c2cc(C)nc3ccccc23)c1	i	0.6	2%	-2%	-0.2	90	7%	-6%	-5%	-0.2%	2%
COc1ccccc1C(=O)NC(=O)COC(=O)c1ccc(NC(=O)CC#N)cc1	i	0.7	nt	nt	-0.6	51	4%	nt	nt	nt	-7%
CSc1ncccc1C(=O)OCc1ccc(Br)cc1	i	0.3	9%	8%	3.5	34	10%	0%	3%	2.8%	2%
COc1ccc(C)cc1NC(=O)CN1C(=O)COc2ccc(S(=O)(=O)N3CCC(C)CC3)cc21	i	2.2	18%	-5%	0.3	74	9%	1%	-1%	-2.1%	7%
CC1=C(/C=C/C(C)=C/C=C/C(C)=C\C(=O)O)C(C)(C)CCC1	i	3.1	nt	nt	5.5	51	4%	nt	nt	nt	1%
COc1ccc(CCNC(=O)c2ccc3c(c2)S(=O)(=O)N=C2CCCCCN23)cc1	i	1.2	nt	nt	-0.1	55	3%	nt	nt	nt	4%
O=C(CN1CCN(C(=O)c2ccco2)CC1)NCc1ccc(Cl)cc1	i	1.1	-4%	5%	-0.2	51	-8%	4%	0%	2.3%	-5%
Cn1c(C(=O)O)ccc1S(=O)(=O)N1CCCCCC1	i	0.6	0%	0%	-1.9	70	8%	0%	-8%	-2.6%	-10%
CCOC(=O)CC(NC(=O)c1cccs1)c1ccc(OCC)cc1 (configuration not stated)	i	0.5	28%	-1%	0.2	73	2%	4%	-10%	-1.3%	8%
Cc1ccc(CC(=O)NCc2ccc(F)cc2)cc1	i	0.6	-2%	1%	-1.0	75	7%	-4%	-10%	-0.2%	6%
Cc1ccc(S(=O)(=O)NCc2cccnc2)c(C)c1	i	0.4	9%	16%	1.4	63	4%	4%	-11%	2.0%	2%
COc1ccc(-n2nnc3c(=O)n(CC(=O)N4CCC(Cc5ccccc5)CC4)cnc32)cc1	i	5.2	-1%	6%	8.9	46	-2%	-6%	8%	4.0%	nt
CN(C)CCCN(C(=O)c1ccc(S(=O)(=O)N(C)C2CCCCC2)cc1)c1nc2ccc(Br)cc2s1	?	nt	-3%	-1%	15	67	6%	50%	-4%	-1.8%	2%
COc1ccccc1/C=C1\SC(=S)N(CCC(=O)Nc2ccc(C(=O)O)c(O)c2)C1=O	i	0.3	-17%	6%	-1.3	78	3%	3%	-5%	14µM*	10%
Cc1ccc(C)c(C(=O)CSc2nnnn2-c2cccnc2)c1	i	1.3	-12%	0%	1.0	66	2%	-3%	0%	-1.4%	-2%
O=c1[nH]c(/C=C\c2cccnc2)c([N+](=O)[O-])c(=O)[nH]1	i	0.4	8%	-1%	0.6	49	2%	-11%	1%	-3.1%	14%
COc1ccc(Cl)cc1C(=O)N1CCN=C1SC	i	2.4	0%	-3%	1.5	65	6%	8%	-2%	-2.2%	5%
Cn1c(CN2CCCC2)c(C#N)c2ccccc21	i	0.1	5%	0%	1.8	91	4%	-12%	1%	0.3%	10%
CC1SC2(NC1=O)C1CC3CC(C1)CC2C3 (configuration not stated)	i	0.1	6%	-1%	1.8	47	3%	6%	-5%	0.8%	0%
O=C(CSc1nnc(CNC(=O)c2c(F)cccc2Cl)o1)Nc1ccc2c(c1)OCCO2	i	0.7	-5%	5%	2.1	96	4%	1%	-1%	-1.1%	-6%
CCC(C)C(NC(=O)C1CCC(=O)N1C(=O)OCc1ccccc1)C(=O)NC(C(=O)N1CCCC1C(N)=O)C(C)CC (configuration not stated)	i	0.6	22%	1%	-0.6	50	7%	-4%	-10%	-0.3%	-5%
CC1CN(c2cc(-c3ccccc3)c3ccccc3n2)CC(C)O1 (configuration not stated)	i	1.1	11%	0%	-6.5	86	4%	-4%	-1%	5.1%	11%
SMILES	Myeloid diff 2	Myeloid diff 2 GFP+ MAC1+ %	GPR35 arrestin U2OS	SIAH1 antagonists	NTR1 ag	NTR1 ag cell count 20 µM	Rac1 GTP hydrolysis	GPR55 LPI antagonism	LYP phosphatase	HIV fusion peptide	Salmonella PhoP GFP
OCCNCc1cccc(OCc2ccc(Cl)cc2)c1	i	0.2	-5%	1%	0.9	32	-6%	-18%	-8%	1.7%	4%
Cc1ccc2nc(SCCCCOc3ccccc3)[nH]c2c1	i	0.7	4%	4%	4.8	36	10%	21%	-8%	-0.9%	33%
CCN(CC)CCNC(=O)Cn1cnc2sc(C)c(S(=O)(=O)N3CCC(C)CC3)c2c1=O	i	4.5	-8%	3%	1.0	58	-3%	4%	-1%	-0.4%	-6%
COc1cc(C(=O)NCCOC(=O)c2cccc(N(C)C)c2)cc(OC)c1OC	i	0.4	2%	1%	0.1	63	6%	-4%	-2%	0.4%	-6%
CCCCn1c(N)c(N(CCOC)C(=O)CCCc2nc3ccccc3s2)c(=O)[nH]c1=O	i	0.6	nt	nt	-0.3	53	3%	nt	nt	nt	-5%
CCCCN(C)C(=O)C1CCN(Cc2cccnc2)CC1	i	0.6	7%	-2%	0.1	60	28%	11%	-7%	0.2%	5%
Oc1cc2c(cc1C(c1ccc(Br)cc1)N1CCCC1)OCO2 (configuration not stated)	nt	nt	0%	7%	3.7	82	4%	22%	0%	14%	4%
O=C(Nc1ccccc1)OC1CCCCc2cccnc21 (configuration not stated)	i	1.1	-5%	16%	-0.5	58	0%	15%	-4%	0.7%	-4%
NC(=O)[C@H]1CC2(CC(c3cccc(NC(=O)[C@H]4CCC(=O)N4)c3)=NO2)CN1C(=O)c1ccccc1C(=O)c1ccccc1 (some centres not stated)	i	1.0	14%	-2%	1.3	57	10%	1%	-2%	-0.7%	1%
CCN(CC)S(=O)(=O)c1ccc(/C=C/C(=O)Nc2ccc(F)cc2F)cc1	i	1.7	31%	-8%	-0.5	84	12%	-1%	-2%	-1.2%	13%
CC(=O)Nc1cccc(-c2nc3ccccc3s2)c1	i	0.4	-5%	2%	2.4	97	11%	1%	-1%	0.9%	2%
COc1ccc(N2CCN(C(=O)CCCOc3cc(=O)n(C)c4ccccc34)CC2)cc1	i	1.9	-8%	0%	1.8	90	17%	17%	-4%	-0.9%	2%
Cc1noc(C)c1COc1ccc(C(=O)OCC(N)=O)cc1	i	0.2	18%	-3%	1.5	40	6%	1%	-4%	-0.6%	4%
CCc1nnc(NC(=O)CSc2nc3c(cc2C#N)CCC3)s1	i	0.9	1%	4%	-0.2	48	10%	-3%	3%	2.7%	-2%
Oc1cc(Cc2ccccc2)cnc1CN1CCCCC1	i	0.8	-2%	-5%	-2.5	88	4%	14%	-12%	-1.7%	17%
Cc1cccc(NC(=O)N2CCCC2C(=O)Nc2ccccc2)c1 (configuration not stated)	i	0.5	6%	5%	-1.9	57	5%	6%	-10%	1.1%	2%
Cc1c(O)nc2sc3ccccc3n2c1=O	nt	nt	2%	-2%	1.5	46	nt	-1%	1%	1.5%	-6%
Cc1cc(C)c(NC(=O)CSc2ccc(-c3cccnc3)nn2)c(C)c1	nt	nt	4%	-7%	3.2	74	-3%	2%	-9%	0.2%	-1%
O=C(NC1CCCCCC1)c1cc(S(=O)(=O)N2CCOCC2)ccc1F	i	3.6	-4%	6%	-0.9	59	3%	17%	-13%	0.4%	7%
CC(C)N1CC2(c3ccccc3)CN(C(C)C)CC(c3ccccc3)(C1)C2=O	i	0.6	8%	2%	-0.6	51	13%	-2%	-9%	-1.9%	-5%
O=C(c1ccc2nc(N3CCOCC3)sc2c1)N1CCN(c2ccc(Cl)cc2)CC1	i	0.0	-2%	2%	2.5	51	6%	10%	-7%	-1.5%	-1%
O=C(c1cccs1)c1ccc(-c2cccs2)s1	i	0.5	-6%	-6%	6.6	31	11%	3%	-4%	0.1%	1%
CC(C)(C)NC(=O)C(c1c[nH]c2ccccc12)N(C(=O)Cn1nnc(-c2ccc(F)cc2)n1)c1cccc(O)c1 (configuration not stated)	i	0.5	-6%	-4%	6.9	42	1%	13%	6%	4.1%	1%
CCNc1nc(NCC)n2c(SCC(=O)Nc3ccccc3F)nnc2n1	i	0.4	nt	nt	0.1	60	8%	nt	nt	nt	-1%
Cc1cccc(C)c1NC(=O)c1sccc1SCC#N	i	9.2	-9%	2%	1.9	61	11%	19%	-5%	1.2%	2%
CCC(C)NC(=O)C1(C)CCC(=O)N1CCc1ccc(OC)c(OC)c1 (configuration not stated)	i	12	-6%	1%	1.5	79	4%	4%	-4%	-1.4%	1%
C=CCN1c2ccccc2[C@]23C[C@@H](C(=O)OC)N(C(=O)c4cccs4)C2=NC(C(=O)OC)=C(C(=O)OC)[C@H]13	i	1.4	-6%	10%	3.4	88	6%	6%	1%	-0.1%	-1%

Four entries out of the list, ordered by SMILES length, rising:
SMILES	Myeloid diff 2	Myeloid diff 2 GFP+ MAC1+ %	GPR35 arrestin U2OS	SIAH1 antagonists	NTR1 ag	NTR1 ag cell count 20 µM	Rac1 GTP hydrolysis	GPR55 LPI antagonism	LYP phosphatase	HIV fusion peptide	Salmonella PhoP GFP
Cc1c(O)nc2sc3ccccc3n2c1=O	nt	nt	2%	-2%	1.5	46	nt	-1%	1%	1.5%	-6%
Oc1cc(Cc2ccccc2)cnc1CN1CCCCC1	i	0.8	-2%	-5%	-2.5	88	4%	14%	-12%	-1.7%	17%
O=C(Nc1ccccc1)OC1CCCCc2cccnc21 (configuration not stated)	i	1.1	-5%	16%	-0.5	58	0%	15%	-4%	0.7%	-4%
O=C(c1ccc2nc(N3CCOCC3)sc2c1)N1CCN(c2ccc(Cl)cc2)CC1	i	0.0	-2%	2%	2.5	51	6%	10%	-7%	-1.5%	-1%
